Screening results deposited in PubChem by National Center for Advancing Translational Sciences (NCATS).
GAA glycogen mod: GAA glycogen-cleavage inhibition or activation; P10253; recombinant GAA, glycogen substrate, Amplex Red glucose oxidase fluorescence; Potency, µM (highest dose often 76.4 µM), without a hit: top-dose activity change, negative = inhibition, hits mostly inhibitors; 0.38% of 300,000 active; AID 2100;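 further: 0% = full enzyme reaction and -100% = no-enzyme basal signal; the screen sought inhibitors and activators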
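Recombinant enzyme (4 nM final) with compounds titrated up to 77 uM and bovine liver glycogen (30 ug) in citrate pH 5.0, 0.01% Tween-20, 37 C 40 min. Released glucose detected by Amplex Red/glucose oxidase (Ex 573/Em 610); AC50 from Hill fits.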
L3MBTL1 block: blocks human L3MBTL1. AlphaScreen L3MBTL1–H3K9me1 peptide binding. Potency, µM (series often up to 57.1 µM), for inactives: at the highest dose activity, negative = inhibition, hits mostly inhibitors. 0.66% of 230,000 active; further: nearly all actives have a fitted effect of over 60% in size
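First, the protein-peptide complex forms for 30 min at room temperature (L3MBTL1 50 nM, biotinylated H3K9me1 peptide 75 nM). Next, compounds are pin-transferred and incubated 30 min. Finally, AlphaScreen beads are added and read after 30 min.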
TRb-SRC2 inh: inhibitors of human thyroid hormone receptor beta-SRC2 interaction | 0.065% of 280,000 active | P10828 | TRbeta-SRC2 peptide binding, fluorescence polarization; receptor liganded with 1 µM T3 | Potency, µM (titrated, usually from 106 µM), for inactives: top-dose activity change, negative = inhibition, actives largely listed as inhibitors;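 further: plate controls were bound peptide for no effect and peptide without receptor for full effect; nearly all actives have a fitted effect of over 50% in size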
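Human TRb LBD (0.6 uM) plus Texas Red-labeled SRC2 peptide (20 nM), 1uM T3, 5% DMSO, 5 hr at ambient temperature. Decreased polarization (555/632 nm) flags inhibition; data normalized to free and bound peptide controls.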
RECQ1 inh: inhibitors of human RECQ1 DNA helicase; P46063; 0.54% of 240,000 active; RECQ1 DNA unwinding, red fluorescence kinetic read; Potency, µM (top dose mostly 57.3 µM), inactives show at the highest dose activity, negative = inhibition, usual class: inhibitors; AID 2549;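 further: plate controls were vehicle for no effect and no enzyme for full effect; nearly all actives have a fitted effect of over 30% in size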
Target sequence (P46063 whole entry, looked up): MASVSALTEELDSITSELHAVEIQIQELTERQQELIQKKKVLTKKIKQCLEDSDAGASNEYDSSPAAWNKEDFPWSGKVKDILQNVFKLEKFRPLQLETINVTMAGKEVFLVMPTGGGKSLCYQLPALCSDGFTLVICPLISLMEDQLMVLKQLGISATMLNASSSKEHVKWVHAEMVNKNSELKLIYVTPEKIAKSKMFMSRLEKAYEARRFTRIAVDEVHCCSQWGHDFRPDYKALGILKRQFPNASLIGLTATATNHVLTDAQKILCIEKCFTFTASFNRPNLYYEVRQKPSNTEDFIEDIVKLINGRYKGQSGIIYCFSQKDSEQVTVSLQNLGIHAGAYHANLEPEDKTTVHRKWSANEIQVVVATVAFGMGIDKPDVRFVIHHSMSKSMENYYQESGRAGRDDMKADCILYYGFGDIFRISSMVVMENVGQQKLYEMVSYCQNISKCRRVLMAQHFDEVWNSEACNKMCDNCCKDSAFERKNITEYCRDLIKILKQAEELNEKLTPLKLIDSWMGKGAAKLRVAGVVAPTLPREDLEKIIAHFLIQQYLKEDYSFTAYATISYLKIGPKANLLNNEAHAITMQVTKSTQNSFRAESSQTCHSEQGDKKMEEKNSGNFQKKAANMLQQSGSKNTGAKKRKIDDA
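RECQ1T1 50 nM; forked duplex (20 bp + 30-nt ss tails) 200 nM, ATP 2 mM final; pH 8.0, 2 mM MgCl2, 2.5 ug/ml poly(dI-dC); 15 min compound preincubation; discontinuous kinetic read over 2 h at RT.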
RGS12 GoLoco inh: inhibitors of human Gai1-RGS12 GoLoco interaction (red fluorophore). Gai1:RGS12 GoLoco peptide FP, rhodamine, 10 min. Potency, µM (titrated, usually from 61.6 µM), for inactives: at the top dose activity, negative = inhibition, actives largely listed as inhibitors. 0.44% of 230,000 active. AID 880; active means well fitted inhibition curve with a large enough effect, not every such curve was filed as active; inactive means no such curve, though single readings can be large or run the other way; further: nearly all actives have a fitted effect of over 30% in size; many of its hits are not listed in these tables
Target sequence (P63096 whole entry, looked up): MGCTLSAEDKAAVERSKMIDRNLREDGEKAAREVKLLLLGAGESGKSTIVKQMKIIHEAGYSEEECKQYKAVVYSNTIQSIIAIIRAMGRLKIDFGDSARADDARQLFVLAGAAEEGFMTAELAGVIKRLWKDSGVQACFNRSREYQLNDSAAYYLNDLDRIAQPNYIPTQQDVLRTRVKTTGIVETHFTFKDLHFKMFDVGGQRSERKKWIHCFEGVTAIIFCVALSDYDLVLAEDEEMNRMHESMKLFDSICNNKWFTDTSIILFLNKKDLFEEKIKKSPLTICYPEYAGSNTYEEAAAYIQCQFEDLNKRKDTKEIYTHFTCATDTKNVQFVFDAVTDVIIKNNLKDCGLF
TexasRed fluor: alters Texas Red total fluorescence, flagging assay interference; TRb/SRC2 Texas Red total fluorescence interference; Potency, µM (titrated, usually from 106 µM), without a hit: at the top dose fluorescence change, negative = quenching; 0.29% of 280,000 active; AID 1479; active means well fitted curve in either direction with a large enough effect; inconclusive means small, poorly fitted or top-dose-only effect
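Flags fluorescent or light-absorbing compounds by total fluorescence, S + 2P, at 555 nm excitation and 632 nm emission. Mixture: 20 nM Texas Red SRC2 peptide, 0.6 uM human TRb LBD, 1 uM T3, 5% DMSO; compound exposure 5 h at ambient temperature.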
aGlu spleen mod: inhibitors or activators of human alpha-glucosidase in spleen homogenate. P10253. human spleen homogenate, 4-MU-alpha-glucoside fluorescence. Potency, µM (highest dose often 79.9 µM), without a hit: at the top dose activity change, negative = inhibition, usual class: inhibitors. 0.006% of 240,000 active;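 further: 0% = enzyme with vehicle and -100% = no enzyme basal signal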
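Compounds were titrated against alpha-glucosidase in spleen homogenate at pH 5.0, with 1 mM 4-methylumbelliferyl substrate for 40 min at 37 C. Reactions were quenched with pH 10 NaOH/glycine and fluorescence measured.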
GAA inhib: blocks human lysosomal alpha-glucosidase; purified human GAA, 4-MU-alpha-glucoside fluorescence; Potency, µM (highest dose often 76.9 µM), for inactives: at the highest dose activity change, negative = inhibition, most hits filed as inhibitors; 0.005% of 200,000 active;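 further: plate controls were uninhibited enzyme wells for no effect and no-enzyme background for full effect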
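Read-out is 4-methylumbelliferone fluorescence (Ex 365/Em 440 nm) after NaOH/glycine stop at pH 10. Enzyme 4 nM, substrate 400 uM, pH 5.0 citrate buffer, 20 min room temperature; AC50 from Hill-equation concentration-response.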
* hit, by the source's call; i = inactive; ? = inconclusive; . = not tested or not shown; & = joins results of further samples; [ ] = dose if it differs, or a comment. Unless noted, the call rests on the fitted dose curve; in most records, active means well fitted curve in the direction sought with a large enough effect; inconclusive means small, poorly fitted or top-dose-only effect, or another doubt; inactive means no such curve, though single readings can be large; an effect the other way counts as inactive or inconclusive. Unless noted, on the % scale 0 is the no-effect control and ±100 the full control effect; potency means the concentration at half of the fitted maximal effect. This is a subset; the hit share may differ from the screen's.

Fields: aGlu spleen mod | TRb-SRC2 inh | TexasRed fluor | GAA glycogen mod | RGS12 GoLoco inh | GAA inhib | RECQ1 inh | L3MBTL1 block
COc1ccc(N2CSC3=C(C#N)C(c4ccc(OC)c(OC)c4)CC(=O)N3C2)c(OC)c1 (centres undefined)
  1% | 1% | 2% | 13% | -32% | -5% | -8% | .
C=CCNC(=O)C1CC(c2cccc(OC)c2)=NO1 (centres undefined)
  2% | -5% | -3% | 7% | 6% | -5% | i | 0%
COc1cc(NC(=O)CSc2c3c(nc4ccccc24)CCC3)cc(OC)c1OC
  3% | -12%&-6% | -2%&-2% | -4%[76.3 µM] | . | 9% | 0% | -4%
COC(C[C@H](O)C[C@H](O)COCc1ccccc1)OC
  0% | -2% | -1% | -6% | 3% | . | i | .
O=C(c1cccnc1)N1CCC(c2nc3ccccc3[nH]2)CC1
  1% | 0% | -4% | -2% | -3% | 1% | -9% | 1%
Cn1c(=O)n(C)c2cc(S(=O)(=O)Nc3ccccc3O)ccc21
  -3% | -4% | 1% | -13% | 1% | -3% | 7% | .
CSc1nc2c(c(=O)[nH]1)C(c1cccc(Br)c1)CC(=O)N2 (centres undefined)
  8% | -7% | -2% | -1% | -3% | -6% | -1% | -9%
COc1ccccc1NC(=O)C(C)NS(=O)(=O)c1ccccc1 (centres undefined)
  10% | -21% | -1% | 5% | 2% | -8% | 1% | 3%
CCc1cccc(NC(=O)Nc2cccs2)c1
  2% | -3% | 1% | 28µM* | 43%[activator] | 1% | -5% | -14%
Cc1ccc(-c2n[nH]c(=O)c3ccccc23)cc1S(=O)(=O)N(C)CCO
  -3% | -4% | -2% | -7% | -3% | 0% | -12% | .
CCOc1cc(/C=N/NC(=O)Cn2nc([N+](=O)[O-])cc2C)ccc1OCc1ccc(F)cc1
  -5% | -13% | 0% | 7% | 6% | 14% | -7% | 0%
COc1ccc2c(c1)N(C(=O)CSc1n[nH]c(C)n1)C(C)(C)C=C2C
  2% | -2% | -7% | 8% | 2% | -2% | i | .
CCC(C)(NC(=O)c1cccc(N2C(=O)CSC2c2ccccc2)c1)C(=O)Nc1ccccc1C (centres undefined)
  -2% | -6% | -3% | 3% | -7% | -14% | -3% | 0%
CCCCC(=O)NC(=S)Nc1cc([N+](=O)[O-])ccc1OC
  1% | -4% | -3% | -6% | -6% | 7% | i | -6%
CC(C)(C)Oc1ncc(Br)c(OC(C)(C)C)n1
  5% | -2% | 2% | 0% | -9% | ? | i | .
O=S(=O)(Nc1ccncc1Cl)c1ccccc1
  4% | -11% | 3% | 4% | 0% | 0% | i | .
COCCNC(=O)/C(=C/c1ccccc1Cl)c1ccccc1
  -12% | -8% | 1% | -5% | 12% | 0% | -2% | 3%
COc1ccc(-c2cc(C(F)(F)F)nc(N3CCOCC3)n2)cc1
  -5% | 0% | -4% | 3% | 0% | -1% | -9% | 5%
COc1ccc2nc(N=Nc3ccc(O)c4ccccc34)sc2c1
  -6% | 1% | -8% | 3% | -32% | -7% | -2% | ?
CCOc1ccc2nc(SCC(=O)N(C)C)[nH]c2c1
  -1% | -12% | 1% | 0% | -3% | 5% | 0% | .
Cc1csc2nnc(N)n12
  2% | -9% | -2% | 8% | . | -6% | -7% | 2%
Cc1cccc(NC(=O)COc2ccccc2)c1
  -7% | 0% | -7% | -3% | -2% | -1% | i | .
Cc1cccc(NC(=O)CSc2cc(C(=O)c3nccn3C)c3ccccc3n2)c1
  -1% | 3% | -1% | 9% | -7% | 5% | -3% | 1%
CC(=O)NCCn1c(SCC(=O)OCc2ccccc2)nc2ccccc2c1=O
  5% | 1% | -2% | 9% | 1% | 2% | -5% | -2%
COc1ccc(-c2cc(NCc3ccccn3)n3ncnc3n2)cc1
  -3% | -6% | -1% | 3% | -1% | 13% | -1% | 3%
CC(C)Cc1nc2oc3c(N4CCN(C)CC4)ncnc3c2c2c1CCCC2
  2% | 4% | 0% | 0% | 9% | 1% | -7% | 2%
O=C(CN1C(=O)c2ccccc2C1=O)Nc1ccc(S(=O)(=O)N2CCOCC2)cc1
  0% | -2% | -4% | 7% | 6% | . | i | -4%
O=C(O)C/C=C(/NC(=O)OCc1ccccc1)C(=O)OCc1ccccc1
  -1% | 4% | -1% | 4% | -1% | 1% | -3% | .
COCC(=O)Nc1nc(-c2ccc(C)cc2)c(C)s1
  -2% | -10% | -2% | -3% | 8% | 3% | -2% | -17%
COc1ccc(NC(=O)Cn2cnc3c(nnn3-c3ccc(C)cc3)c2=O)cc1
  -6% | -3% | -2% | 0% | -2% | -2% | i | 3%

Look-ups from the results shown:
GAA glycogen mod result of `Cn1c(=O)n(C)c2cc(S(=O)(=O)Nc3ccccc3O)ccc21` : -13%
GAA inhib result of `CCOc1cc(/C=N/NC(=O)Cn2nc([N+](=O)[O-])cc2C)ccc1OCc1ccc(F)cc1` : 14%
TRb-SRC2 inh result of `CC(C)Cc1nc2oc3c(N4CCN(C)CC4)ncnc3c2c2c1CCCC2` : 4%
aGlu spleen mod result of `O=S(=O)(Nc1ccncc1Cl)c1ccccc1` : 4%

Part of the list above, tab-delimited.
Molecule	aGlu spleen mod	TRb-SRC2 inh	TexasRed fluor	GAA glycogen mod	RGS12 GoLoco inh	GAA inhib	RECQ1 inh	L3MBTL1 block
Cc1csc2nnc(N)n12	2%	-9%	-2%	8%	.	-6%	-7%	2%
Cc1cccc(NC(=O)COc2ccccc2)c1	-7%	0%	-7%	-3%	-2%	-1%	i	.

More compounds.
Fields: aGlu spleen mod | TRb-SRC2 inh | TexasRed fluor | GAA glycogen mod | RGS12 GoLoco inh | GAA inhib | RECQ1 inh | L3MBTL1 block
Cc1cc(C(=O)N2CCc3c([nH]c4ccccc34)C2c2c(F)cccc2Cl)no1 (centres undefined)
  -6% | 4% | -4% | 1% | 3% | -3% | -14% | -24%
CCC(C(=O)Nc1ccc2c(c1)OCCO2)c1ccccc1 (centres undefined)
  -14% | -2% | -1% | 2% | 13% | 9% | 18% | 0%
Cc1ccc(S(=O)(=O)Nc2nc3ccccc3nc2NCc2ccc3c(c2)OCO3)cc1C
  3% | 2% | -1% | 2% | 4% | 0% | -12% | 7%
CN(c1ccc(C(=O)N2CCc3ccccc3C2)cc1)S(C)(=O)=O
  -1% | 0% | -2% | 3% | -1% | -2% | 0% | 0%
COc1ccc(NC(=O)c2nc[nH]c2C(=O)N2CCC(C)CC2)cc1
  -3% | -1% | -3% | -2% | -2% | . | i | .
Cn1nnc(NC(=O)c2cccc(F)c2)n1
  0% | -2% | -5% | 1% | 1% | -8% | -7% | -2%
CCCOc1ccc(CSC(=N)N)cc1C(=O)OC
  -3% | -4% | 1% | -2% | 0% | . | -5% | 2%
COc1ccc(NC(C)=O)cc1NC(=O)c1ccc(C#N)cc1
  0% | 5% | 3% | -5% | -3% | 5% | -1% | .
Cc1ccc(/C=N/NC(=O)Cn2nnc(N)n2)o1
  -2% | -3% | -1% | 1% | 0% | 2%[15.4 µM] | -5% | 4%
CCc1c(C)nc2cc(C)[nH]n2c1=O
  1% | 2% | 1% | -4% | 5% | -6% | -1% | 3%
COc1ccc(OC)c(NC(=O)CN(C)CC(=O)Nc2ccccc2Br)c1
  3% | -6% | 0% | -2% | -1% | -4% | i | 0%
CC(=O)NC(C)c1nc2ccccc2n1CC(=O)N1C(C)CCCC1C (centres undefined)
  2% | 9% | 1% | 0% | 5% | 8% | -1% | .
O=C(c1ccc2c3c(cccc13)C(=O)N(O)C2=O)N1CCCCC1
  -5% | 4% | -4% | -4% | 1% | -11% | -4% | -1%
COc1cc(-c2cccc([C@H]3[C@@H]4C=CC[C@@H](C)[C@@H]4C(=O)N3Cc3ccccc3)c2)cc(OC)c1OC
  -3% | 4% | 1% | . | 17% | . | -13% | -1%
CC1=Cc2ccccc2C(C#N)N1C(=O)c1ccccc1 (centres undefined)
  0% | -9% | 3% | 0% | -19% | 7% | i | 18%
O=c1c2ccccc2nc(SCc2cccc(F)c2)n1-c1cccc(S(=O)(=O)N2CCCC2)c1
  -14% | -6%[53 µM] | 0%[53 µM] | -3% | 0% | -12% | -2% | -9%
O=C(c1ccco1)N1CCN(C(c2ccccc2F)c2nnnn2Cc2cccs2)CC1 (centres undefined)
  2% | -3% | -1% | -6% | 10% | -14% | i | .
Cc1ccc(NC(=S)N2CCC(c3nc4ccccc4s3)CC2)cc1
  -3% | 18% | 0% | -14% | 18% | -3% | -3% | -29%
Cc1cc(C(=O)CSc2nc3ccccc3c(=O)[nH]2)c(C)n1C
  -27% | -8% | -1% | 1% | 3% | 5% | -15% | .
Cc1cccc(C(=O)Nc2ccc(C(=O)/C=C/c3cccnc3)cc2)c1
  -7% | 13% | 0% | 11% | 7% | 5% | 1.1µM* | -3%
CCNC(=O)CCCOc1ccc(Cl)cc1Cl
  0% | 6% | -2% | 0% | 3% | 0% | 9% | 1%
Cc1ccc(Nc2nnc(C3C(=O)N(C)C4(C)CC3c3cc(Br)ccc3O4)s2)cc1 (centres undefined)
  3% | -2% | -4% | -4% | 1% | -6% | -8% | -7%
CN(C)/C=C(\C(=O)c1ccccc1)c1nnnn1-c1ccccc1
  7% | -3% | 2% | -1% | 3% | . | 14% | .
Cc1ccc(C(=O)c2c[nH]c(C(=O)NCc3cccnc3)c2)cc1
  -5% | -7% | -6% | 2% | 11% | 4% | -14% | -4%
Cc1cc(C(F)(F)F)n2[nH]c(=O)c(N=Nc3ccccc3)c2n1
  -7% | -4% | -7% | -8% | -1% | -8% | 10µM* | .
C/C(=N\NC(=O)c1cccc(N2CCCC2=O)c1)c1ccc(N)cc1
  -1% | 0% | 0% | ? | 14% | -5% | -3% | 7%
COc1ccc(OCC(O)CNC(=O)Nc2cccc3ccccc23)cc1 (centres undefined)
  -4% | 1% | -7% | 6% | 2% | . | -8% | -12%
COc1cc(C(=O)NCc2ccc(C)cc2)ccc1OCc1c(C)noc1C
  -3% | 1% | -2% | -1% | 3% | -5% | -14% | 3%
